Bioassay records as filed in PubChem.
MazF activator – activators of E. coli MazEF toxin-antitoxin RNase; 350,000 compounds, 0.32% hits; AID 504720; P0AE70; FAM/BHQ RNA-DNA oligo cleavage fluorescence, 5 h; activation, % at 20 µM; in the data active means activation above about 50%
Target sequence (P0AE70 whole entry, looked up): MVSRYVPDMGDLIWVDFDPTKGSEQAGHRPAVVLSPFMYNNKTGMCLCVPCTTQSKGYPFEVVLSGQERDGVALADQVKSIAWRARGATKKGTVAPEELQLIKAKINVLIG
TcdB inh – TcdB glycohydrolase inhibition; inhibition, % at 9.99 µM; 350,000 compounds, 0.24% hits; TcdB glycohydrolase enzymatic assay, plate reader; in the data active means inhibition above about 10%
SARS 3CLpro inh – SARS-CoV 3CLpro protease inhibition | P0C6X7 | recombinant SARS-CoV 3CLpro, quenched FRET peptide cleavage | inhibition, % at 6 µM | 290,000 compounds, 0.14% hits; in the data active means inhibition above about 12%
Y pestis TopoI – inhibitors of Yersinia pestis topoisomerase I; 360,000 compounds, 0.064% hits; activity, % at 10 µM; AID 504884; Y. pestis Topo-I cleavage product accumulation, plate reader; in the data active means activity above about 50%, passing the limit was not always enough; further: inactives centre near 2
VHR inh abs – DUSP3 (human) phosphatase inhibition | recombinant VHR phosphatase, pNPP absorbance | inhibition, % at 13.3 µM | 290,000 compounds, 0.52% hits | AID 1654; in the data active means inhibition above about 50%; further: some compounds called inactive have numbers as strong as hits
Target sequence (P51452 whole entry, looked up): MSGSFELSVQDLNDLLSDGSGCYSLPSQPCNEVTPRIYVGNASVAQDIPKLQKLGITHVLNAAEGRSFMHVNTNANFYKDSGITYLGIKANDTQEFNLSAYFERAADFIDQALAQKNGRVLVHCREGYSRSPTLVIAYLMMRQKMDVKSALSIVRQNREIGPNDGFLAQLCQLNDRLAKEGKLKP
PriA SSB inh – K. pneumoniae PriA-SSBct interaction inhibition. inhibition, % at 33 µM. 430,000 compounds, 0.6% hits. AlphaScreen SSBct-PriA binding, biotinylated peptide. AID 1272365; in the data active means inhibition mostly above about 37%, no sharp cut-off; inactive means mostly below about 20%;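 further: plate controls were negative control peptide for no effect and reference peptide for full effect; strong numbers were not always called active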
CCHFV vOTU inh – blocks the CCHF virus ovarian tumor domain protease. 370,000 compounds, 0.55% hits. inhibition, % at 11.5 µM. CCHFV vOTU protease, Pep-AMC fluorescence; in the data active means inhibition above about 30%; further: 0% = vehicle wells with enzyme and 100% = no enzyme wells
PrPC surface inh – inhibitors of human cell surface prion protein PrPC. TR-FRET read-out. AID 720596. P04156. inhibition, % at 13.8 µM. 370,000 compounds, 0.43% hits; in the data active means inhibition above about 24%; further: 0% = median of the test wells and 100% = reference compound wells
Vc quorum ag – induces V. cholerae light production without autoinducers | V. cholerae BH1578 lux reporter, luminescence, 6 h | activation, % at 18.7 µM | AID 588436 | 350,000 compounds, 0.16% hits; in the data active means activation mostly above about 9.7%, no sharp cut-off; further: not every result past the cut was called active; inactives centre near 0; reference of the scale not given here
Rv3671c inh – Rv3671c (M. tuberculosis) protease inhibition. P9WHR9. 320,000 compounds, 0.048% hits. inhibition, % at 5.96 µM. AID 2606; in the data active means inhibition above about 38%;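 further: extracellular domain of Rv3671c used as enzyme; 0% = enzyme with DMSO and 100% = no enzyme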
Target sequence (P9WHR9 whole entry, looked up, the tested form may be a part): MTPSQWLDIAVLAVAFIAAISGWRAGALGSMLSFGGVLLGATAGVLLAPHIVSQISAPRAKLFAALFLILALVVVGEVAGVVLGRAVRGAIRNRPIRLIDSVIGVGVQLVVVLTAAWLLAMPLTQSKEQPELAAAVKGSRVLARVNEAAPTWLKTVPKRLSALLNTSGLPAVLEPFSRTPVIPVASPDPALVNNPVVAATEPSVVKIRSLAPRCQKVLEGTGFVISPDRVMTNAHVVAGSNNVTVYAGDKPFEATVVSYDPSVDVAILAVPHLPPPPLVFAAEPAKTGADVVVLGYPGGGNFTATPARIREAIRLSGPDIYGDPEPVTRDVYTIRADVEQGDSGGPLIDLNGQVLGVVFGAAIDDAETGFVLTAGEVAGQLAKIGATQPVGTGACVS
* = called active by the depositor; i = inactive; . = not tested or not shown; & = joins results of further samples. This is a subset, so the mix of outcomes need not match the whole.

SMILES | MazF activator | TcdB inh | SARS 3CLpro inh | Y pestis TopoI | VHR inh abs | PriA SSB inh | CCHFV vOTU inh | PrPC surface inh | Vc quorum ag | Rv3671c inh
O=C(Nc1ccc(Cl)cc1)Nc1ccc(C(=O)N2CCOCC2)cc1 | 7 | -1.2 | 4 | -5 | 5 | 0 | 6 | 8 | i | -4
NC(=O)c1cc([N+](=O)[O-])ccc1NCCN1C(=O)c2ccc(C(=O)O)cc2C1=O | 7 | 0.2 | 0 | 24 | 31 | -5 | 7 | -21 | -0.5 | 4
COc1ccc(C(=O)CC(=O)C(=O)Nc2ccc([N+](=O)[O-])cc2C)cc1 | 2 | -9.4 | 0 | 0 | . | -2 | 20 | 5 | i | 0
Clc1ccc(-c2c(C3=NCCCN3)nnn2-c2ccc(Cl)cc2)cc1 | 12 | 0.0 | 3 | -10 | 28 | -5 | -7 | -5 | 0.4 | .
COc1cccc(C(=O)N2CCC(n3nccc3NC(=O)C3CCOC3)CC2)c1 (configuration not stated) | -1 | 1.8 | 0 | 12 | 9 | -1 | -3 | 4 | i | 6
COc1nsnc1N1CCOCC1 | 8 | 0.9 | 3 | -2 | 8 | -6 | 3 | 5 | -0.7 | -3
Cc1nn2cc(-c3cccc(Cl)c3)cnc2c1Br | -34 | 10* | -2 | 10 | 30 | -4 | 1 | 7 | i | -4
COc1cc2c(cc1OC)CC[N+](C)=C2 | 4 | 0.3 | -1 | 4 | 7 | -7 | -58 | 2 | -0.4 | -9
O=C(CCC(=O)c1cccs1)Nc1ncccc1O | -5 | 0.2 | . | 3 | . | 1 | -2 | 3 | -1.4 | 16
C/C(=C\C(=O)c1sccc1Cl)N(C)C | -6 | 1.5 | 4 | 4 | 5 | 0 | -13 | -2 | -0.4 | -3
COc1ccc(C(=O)O)cc1Nc1cc(C)nc2ncnn12 | -2 | 0.3 | 1 | -3 | 29 | -3 | -1 | -4 | -0.2 | -1
CN(CCCC(=O)O)S(=O)(=O)c1ccc2c(c1)C(=O)c1cc(S(=O)(=O)N(C)CCCC(=O)O)ccc1-2 | 4 | -2.1 | -1 | -1 | 14 | -5 | 17 | -30 | 0.2 | -2

Taken from above:
COc1cc2c(cc1OC)CC[N+](C)=C2 in PriA SSB inh has -7
O=C(CCC(=O)c1cccs1)Nc1ncccc1O in Rv3671c inh has 16
O=C(Nc1ccc(Cl)cc1)Nc1ccc(C(=O)N2CCOCC2)cc1 in MazF activator has 7
CN(CCCC(=O)O)S(=O)(=O)c1ccc2c(c1)C(=O)c1cc(S(=O)(=O)N(C)CCCC(=O)O)ccc1-2 in VHR inh abs has 14

(listing goes on)
SMILES | MazF activator | TcdB inh | SARS 3CLpro inh | Y pestis TopoI | VHR inh abs | PriA SSB inh | CCHFV vOTU inh | PrPC surface inh | Vc quorum ag | Rv3671c inh
COc1ccccc1N1CCN(Cc2nc(N)nc(Nc3ccc(C)cc3)n2)CC1 | -1 | . | -1 | -1 | 7 | -2 | -17 | -2 | -0.2 | 4
CCCNC(=O)NC(=O)COc1ccc2oc3ccccc3c2c1 | -11 | . | 4 | -7 | 15 | -23 | 10 | 1 | -1.9 | -11
O=C(C1CC(=O)N(C2CCCCC2)C1)N1CCc2ccccc21 (configuration not stated) | 11 | 1.5 | 6 | 5 | 10 | 5 | 7 | -3 | -0.3 | -11
COC(=O)C(C)NC(=O)CNS(=O)(=O)c1ccc(F)cc1 (configuration not stated) | -8 | 0.0 | 6 | 14 | 9 | -3 | -12 | 1 | i | -4
COc1ccc(/C=N/n2c(SC)nnc(C(C)(C)C)c2=O)c(OC)c1 | 21 | . | 4 | 2 | 3 | . | 3 | 3 | i | -6
Cc1cc(=O)oc(C)c1C(=O)N1CCN(C(c2ccccc2)c2ccccc2)CC1 | -10 | . | -4 | 4 | 12 | -9 | -12 | -1 | . | -1
CCOC(=O)c1sc(=S)n(C)c1N | 5 | . | 2 | -6 | 14 | -7 | 19 | -8 | -4.0 | -7
COc1ccc(CNC(=O)COC(=O)c2cncc(Br)c2)cc1 | -9 | 0.4 | -5 | -7 | 17 | -7 | 1 | 0 | -3.0 | 9
O=C(CCc1ccccc1)Nc1ccc(N2CCCCC2)cc1 | -1 | . | 4 | -4 | -7 | 7 | 8 | 4 | -0.3 | -4
CS(=O)(=O)N1CCC(C(=O)N2CCC(Cc3ccccc3)CC2)CC1 | -8 | . | 4 | 10 | -26 | 10 | 6 | 3 | 2.0 | 8
COc1ccc(NS(=O)(=O)c2ccc(C)c(NC(=O)C3CCCO3)c2)cc1 (configuration not stated) | -2 | 0.3 | . | 4 | . | -9 | 9 | -7 | i | 4
CCCCCCCCCCCCCCCC(=O)OCC1OC(n2ccc(N)nc2=O)C(O)C1O (configuration not stated) | -23 | 8.3 | . | -7 | . | -10 | -1 | -2 | i | .
Cc1cc(NC(=O)CSc2nc3ccccc3cc2C#N)no1 | 55* | 3.1 | 3 | 5 | 21 | -12 | 10 | -6 | -0.6 | 1
COC(=O)[C@@H](NC(=O)CCc1nnc(-c2ccsc2)o1)C(C)C | 0 | -6.0 | 2 | 0 | 12 | -5 | 12 | -2 | i | 2
N#Cc1cc2c(=O)n3ccccc3nc2n(Cc2cccnc2)c1=O | -3 | 0.5 | . | 4 | . | -25 | -156 | -10 | i | 1
CCOc1ccc(CC(=O)NCCc2cnc[nH]2)cc1 | 7 | -1.1 | -5 | 6 | 27 | 2 | -11 | 3 | -0.4 | 5
O=C(NC(=S)N1CCCC1)c1ccccc1F | 4 | 0.4 | . | 0 | . | -1 | 2 | 2 | -1.0 | -4
CSc1cccc(NC(=O)C2C3C=CC4(O3)C2C(=O)N(CCN2CCOCC2)C4C(=O)NC2CCCCC2)c1 (configuration not stated) | 10 | 1.6 | -2 | 5 | 25 | 11 | -3 | 3 | -0.2 | -4
Cc1cc(=O)oc(C)c1C(=O)NCCN(C)Cc1ccccc1 | -1 | 6.3 | 1 | 4 | -18 | 7 | 15 | -8 | -0.5 | 1
Cc1ccc(-n2c(SCC(=O)N/N=C/c3ccccc3C(=O)O)nnc2-c2ccc(Cl)cc2)cc1 | -3 | 1.4 | 4 | 6 | 23 | i | 8 | 5 | i | -5
CCOc1ccc2nc(SCC(=O)Nc3cccc(S(=O)(=O)NC4=NCCCCC4)c3)[nH]c2c1 | -7 | 0.2 | 5 | 7 | -4 | 10 | -4 | 2 | -0.5 | -4
Cc1cc(C)c(C(=O)/C=C/C=C/c2ccccc2)c(=O)[nH]1 | -2 | . | 1 | 6 | -7 | 10 | 19 | 6 | i | -1
O=[N+]([O-])c1ccc2c(c1)C(N1CCOCC1)/C(=C/COc1ccc(Cl)cc1Cl)O2 (configuration not stated) | -3 | . | -4 | 38 | 0 | 16 | -5 | 5 | -0.3 | -8
Cc1ccc(C(=O)Sc2cccccc2=O)cc1 | -16 | -1.1 | 9 | 5 | 5 | 6 | 13 | 7 | i | -12

Among those listed so far, these have fluorine:
SMILES | MazF activator | TcdB inh | SARS 3CLpro inh | Y pestis TopoI | VHR inh abs | PriA SSB inh | CCHFV vOTU inh | PrPC surface inh | Vc quorum ag | Rv3671c inh
COC(=O)C(C)NC(=O)CNS(=O)(=O)c1ccc(F)cc1 (configuration not stated) | -8 | 0.0 | 6 | 14 | 9 | -3 | -12 | 1 | i | -4
O=C(NC(=S)N1CCCC1)c1ccccc1F | 4 | 0.4 | . | 0 | . | -1 | 2 | 2 | -1.0 | -4

More results.
SMILES | MazF activator | TcdB inh | SARS 3CLpro inh | Y pestis TopoI | VHR inh abs | PriA SSB inh | CCHFV vOTU inh | PrPC surface inh | Vc quorum ag | Rv3671c inh
COC(=O)Cn1cnc2c(nnn2-c2ccc(OC)cc2)c1=O | -27 | -0.6 | -4 | -1 | . | 5 | 2 | 4 | i | -2
CSc1nc(N)n(-c2cc(C(F)(F)F)ccn2)n1 | 11 | -0.2 | -3 | 8 | 1 | -4 | -16 | -5 | i | -8
Cc1cc(C)cc(-n2nnc(C(=O)NCc3ccco3)c2N)c1 | -6 | . | 8 | -4 | 27 | -5 | 20 | -3 | . | 1
O=S(=O)(Nc1cccnc1)c1cc(Cl)ccc1Cl | -1 | . | 0 | 1 | 13 | -1 | -7 | 1 | i | -3
Cc1nn(C)cc1S(=O)(=O)N1CCCCC1C (configuration not stated) | 3 | 1.7 | -3 | 7 | 0 | 5 | 16 | -2 | i | -3
O=S(=O)(c1ccc(F)cc1)c1snnc1-c1ccccc1 | -2 | 5.8 | 1 | 12 | -3 | -20 | 3 | -4 | -1.2 | -5
CC(=O)N1c2ccc(S(=O)(=O)N(C)CC(=O)Nc3ccccc3C)cc2CC1C (configuration not stated) | 1 | 0.3 | 4 | -1 | -4 | -9 | -1 | 7 | -0.3 | 8
c1ccc(SCc2cn3cccnc3n2)nc1 | -8 | 0.9 | 2 | 5 | 18 | 1 | -56 | -7 | -0.3 | 2
O=[N+]([O-])c1ccc(S(=O)(=O)Nc2ncccn2)cc1 | -14 | 0.4 | -4 | -4 | 10 | 9 | -9 | -7 | 0.6 | -9
COc1ccc(C(CC(=O)O)NC(=O)COc2ccccc2)cc1OC (configuration not stated) | 5 | . | -3 | 2 | 10 | -4 | -1 | 3 | . | 6
O=C(CNS(=O)(=O)c1ccc(F)cc1)N1CCCCCC1 | 0 | 0.7 | -1 | 7 | 16 | -6 | -5 | 3 | 0.0 | 10
COc1ccc(-n2c(=O)cc(N3CCCCCC3)[nH]c2=O)cc1 | 1 | . | -2 | 9 | 0 | 7 | -1 | 1 | i | -1
CNC(=S)N1N=C(c2ccc(OC)cc2)CC1c1ccc(Cl)cc1Cl (configuration not stated) | 0 | 0.1 | 0 | -3 | 13 | 4&12 | 3 | 3 | -0.2 | -16
NC(=O)c1ccc(N=Nc2c(-c3ccccc3)[nH]n(-c3ccccc3)c2=O)cc1 | . | -0.3 | 2 | . | 15 | . | -1 | 7 | . | -7
CN1C[C@@H]2[C@@H]3C(=O)N(Cc4ccccc4)C(=O)[C@@H]3[C@](Cc3ccccc3)(C1=O)N2C(=O)c1ccc(F)cc1 | -1 | 1.4 | . | 3 | . | 12 | 5 | -1 | -0.3 | .
C=CCNCc1ccc(C(=O)NCCCCCCC)cc1[N+](=O)[O-] | 7 | 1.5 | . | 4 | . | -7 | -3 | -3 | -0.6 | -6
CSc1nnc(C)c(/C=C/Nc2ccc(Cl)cc2)n1 | 9 | . | 2 | 27 | 25 | 9 | 10 | -4 | i | 0
CCCCN1C(=O)CC(SC2CC(=O)N(CCCC)C2=O)C1=O (configuration not stated) | 8 | 0.5 | . | -6 | . | 1 | -5 | 8 | -2.0 | .
O=C(Cn1ccccc1=O)Nc1ccc(Cl)c(S(=O)(=O)N2CCCCC2)c1 | 6 | -1.1 | . | -1 | . | -4 | 1 | 10 | -0.1 | -3
O=C1CC2(CCN(C(=O)c3ccc(Cl)cc3)CC2)Oc2ccccc21 | 0 | 1.6 | . | 30 | . | 1 | -8 | -1 | -1.7 | 6
Cc1ccc(NC2=NCC(=O)N2C2CCCC2)cc1C | -26 | -1.0 | -4 | -4 | 27 | -4 | -5 | -3 | -0.3 | -1
COc1cc(CC(=O)OCC(=O)NCC(C)C)cc(OC)c1OC | -2 | 1.5 | -1 | -7 | -1 | -12 | 4 | 4 | -0.4 | 0
CN(C)S(=O)(=O)c1ccc(F)c(C(=O)Nc2ccccc2C(=O)NC2CC2)c1 | 0 | -0.3 | . | 12 | . | -3 | 6 | 11 | -0.7 | 3
CC(C)c1nc2scc(-c3ccc(Cl)cc3)c2c(=O)n1N | 10 | 0.8 | 0 | 8 | 9 | -11 | 1 | 17 | -0.4 | 4
CCCCC1(CC)C(=O)NC(=O)NC1=Nc1ccc(OC)cc1 (configuration not stated) | 5 | . | 2 | -6 | 13 | 7 | 16 | 0 | 14 | -3
COc1ccccc1C(=O)NC(=O)Nc1cccc(Cl)c1 | 12 | 1.3 | -2 | 18 | -12 | 3 | -2 | -1 | i | -15
COc1ccc(-c2cn(CCC(=O)O)c(-c3ccncc3)n2)cc1 | 0 | -0.7 | . | 12 | . | 0 | 5 | -5 | -0.9 | -6
